G6PDH CS: inhibits Leuconostoc G6PDH, flagging false hits in G6PDH-based assays. inhibition, % at 5 µM. hit rate 0.12% among 200,000. Purified L. mesenteroides G6PDH, diaphorase/resazurin coupled fluorescence, 45 min. AID 1020; in the data active = inhibition above about 50%
Diaphorase inh: inhibits diaphorase or chemically oxidizes, flagging diaphorase assay artifacts. hit rate 0.69% among 190,000. diaphorase resazurin-to-resorufin fluorescence, NADH, 16 min; bacterial (C. kluyveri) enzyme, not human. inhibition, % at 20 µM;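 active = primary screen inhibition at 20 µM above a set limit, cut at about 50% in these data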;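 also: plate controls were DMSO with full reaction for no effect and wells lacking NADH for full effect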
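Detection: fluorescence of resorufin formed from resazurin, Ex 544/Em 590 nm; test system: Clostridium kluyveri diaphorase enzyme; amount: 0.14 U/mL diaphorase, enzyme working solution; times: 16-min room-temperature incubation before reading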
PPARg SRC1 recr: promotes SRC-1 coactivator recruitment by human PPARgamma | PPARgamma-SRC-1 coactivator recruitment biochemical assay | activation, % at 8 µM | hit rate 0.41% among 200,000; in the data active = activation above about 19%;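 also: 0% = DMSO and 100% = reference agonist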
Target sequence (P37231 whole entry, looked up): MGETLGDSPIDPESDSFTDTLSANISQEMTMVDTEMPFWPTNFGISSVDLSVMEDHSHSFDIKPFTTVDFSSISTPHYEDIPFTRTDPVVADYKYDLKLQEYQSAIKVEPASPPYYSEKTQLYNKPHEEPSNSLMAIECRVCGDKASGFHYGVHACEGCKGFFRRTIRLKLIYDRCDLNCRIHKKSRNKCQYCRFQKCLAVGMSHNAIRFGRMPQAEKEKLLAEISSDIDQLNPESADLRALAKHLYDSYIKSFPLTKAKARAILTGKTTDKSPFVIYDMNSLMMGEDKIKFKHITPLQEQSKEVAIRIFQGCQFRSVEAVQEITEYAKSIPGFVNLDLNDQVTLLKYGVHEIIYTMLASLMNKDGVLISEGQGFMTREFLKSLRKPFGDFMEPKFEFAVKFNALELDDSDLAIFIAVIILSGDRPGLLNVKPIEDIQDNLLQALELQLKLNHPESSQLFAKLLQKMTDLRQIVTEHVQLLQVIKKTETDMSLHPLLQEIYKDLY
Diaph act CS: counter-screen for diaphorase-based assays: diaphorase activators and chemical reducers; Diaphorase/resazurin coupled assay, resorufin fluorescence, 16 min; active compounds read high; 1 = vehicle wells, 0 = NADH-free wells; activation factor at 20 µM; hit rate 0.005% among 190,000; AID 1229;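 active = diaphorase activity raised at least twofold by the compound at 20 µM; inactive = activation factor below 2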
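Material: Clostridium kluyveri diaphorase, purified enzyme; Quantity: enzyme 0.07 U/mL final; Medium: HEPES pH 7.4 buffer with MgCl2 and Tween 20; Dosing: single compound dose of 20 µM, 1% DMSO final; Schedule: 16 min reaction at room temperature; Measured by: red resorufin fluorescence at 544/590 nm excitation/emission.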
TR-FRET SRC-2 ct: flags TR-FRET format artefacts in PPARgamma SRC-2 recruitment agonist screen; hit rate 0.4% among 200,000; TR-FRET artefact counter-screen; active compounds read high; AID 1049; TR-FRET ratio at 8 µM; in the data active = TR-FRET ratio above about 2000; also: inactives centre near 1500
S1P3 antagonist: antagonists of human S1P3 receptor; Q99500; CHO S1P3 NFAT-BLA reporter, FRET fluorescence, antagonist mode; inhibition, % at 4.98 µM; hit rate 0.27% among 170,000;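 active = inhibition above the plate cutoff, the mean inhibition of test wells on that plate plus 3 SD, cut at about 28% in these data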;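 also: cells challenged with S1P at its EC80 of 0.8 µM; blue over green emission ratio from cleaved BLA substrate after 4 h stimulation; 0% = S1P-stimulated wells and 100% = unstimulated DMSO-only wells; some compounds past the cut are filed as inactive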
ROMK mod: human ROMK K+ channel modulation, primary screen; Tet-inducible ROMK, thallium flux fluorescence; actives lie on both sides; B-score at 10 µM; hit rate 2% among 130,000;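 active = signal ratio slope over the read window, or its plate-corrected B-score, at least 3 SD from the plate mean, either direction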;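 also: B-score of the F/F0 ratio slope over 7 to 12 s after thallium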
PMI act satM6P: activators of human phosphomannose isomerase at near-saturating mannose 6-phosphate. P34949. coupled PMI enzyme assay, resazurin fluorescence, 20 min; active compounds read high; 1 = untreated enzyme, 0 = substrate-free blank. activation factor at 20 µM. hit rate 0.34% among 190,000;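 active = activation factor of 2 or more at 20 µM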
Target sequence (P34949 whole entry, looked up): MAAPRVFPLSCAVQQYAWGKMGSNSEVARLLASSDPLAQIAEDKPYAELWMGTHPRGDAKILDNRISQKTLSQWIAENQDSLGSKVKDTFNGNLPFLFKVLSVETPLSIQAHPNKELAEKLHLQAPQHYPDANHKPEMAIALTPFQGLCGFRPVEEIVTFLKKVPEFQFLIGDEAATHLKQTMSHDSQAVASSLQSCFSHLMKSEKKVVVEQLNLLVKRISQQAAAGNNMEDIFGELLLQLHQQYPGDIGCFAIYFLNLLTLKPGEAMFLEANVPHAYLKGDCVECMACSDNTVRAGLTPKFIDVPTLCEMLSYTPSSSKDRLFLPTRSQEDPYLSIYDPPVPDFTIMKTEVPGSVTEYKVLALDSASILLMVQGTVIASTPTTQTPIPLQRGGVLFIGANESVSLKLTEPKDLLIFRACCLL
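Test system: human phosphomannose isomerase with PGI, G6PDH, diaphorase coupling enzymes; amount: 15 ng/mL PMI; incubation: enzyme reaction with compound 20 min at room temperature; technique: resorufin fluorescence (Ex 544/Em 590 nm) from resazurin via diaphorase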
PPARg SRC-2 ag: promotes SRC-2 coactivator recruitment by human PPARgamma | P37231 | PPARgamma LBD-SRC-2 recruitment, biochemical | activation, % at 8 µM | hit rate 0.34% among 200,000 | AID 1032; in the data active = activation above about 22%;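 also: 0% = vehicle and 100% = reference agonist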
PMI activator: activators of human phosphomannose isomerase; P34949; purified human PMI, coupled resazurin fluorescence, 20 min; active compounds read high; 1 = vehicle control, 0 substrate-free wells; activation factor at 20 µM; hit rate 0.005% among 190,000;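 active = activation factor of 2 or more at 20 µM, relative to plate controls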
PPARg SRC3 recr: agonists of human PPARgamma SRC-3 coactivator recruitment | biochemical PPARgamma/SRC-3 coactivator recruitment assay | hit rate 0.26% among 200,000 | activation, % at 8 µM | P37231; in the data active = activation above about 23%;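 also: 0% = DMSO and 100% = reference agonist; some compounds past the cut are filed as inactive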
Starred values were filed as active, the others as inactive; nt = not tested or not shown.

No.	SMILES	G6PDH CS	Diaphorase inh	PPARg SRC1 recr	Diaph act CS	TR-FRET SRC-2 ct	S1P3 antagonist
1	O=C(CCCCCN1C(=O)c2ccccc2C1=O)Nc1nccs1	4	15	5	0.9	1623	-3
2	CN1C(C(=O)c2ccccc2)=C(N)c2ccccc2S1(=O)=O	5	8	0	0.9	1429	10
3	CC1(C)CC(=NOC(=O)c2ccccc2)CC(C)(C)N1	14	14	2	0.9	1429	nt
4	COC(=O)CN1C(=O)C(O)(CC(=O)c2ccc(C)cc2)c2ccccc21 (centres undefined)	11	25	2	0.7	1421	-6
5	CCOc1ccc(-n2c(N)c(C(=O)NCc3ccco3)c3nc4ccccc4nc32)cc1	4	16	4	0.8	1540	nt
6	CCOc1cc(/C=C/c2ccc3cccc([N+](=O)[O-])c3n2)ccc1OCC(=O)N(C)C	-1	8	4	0.9	1534	-5
7	Cc1nn(Cc2ccccc2Cl)c2sc(C(=O)OC3CCCC3=O)cc12 (centres undefined)	14	28	4	0.7	1545	30
8	COc1ccccc1NC(=O)COc1ccc(C(=O)NC2CCCc3ccccc32)cc1OC (centres undefined)	5	14	12	0.9	1469	-4
9	CCOC(=O)C1CCc2sc(N)c(C#N)c21 (centres undefined)	0	3	6	1	1693	-1
10	CN(C)CCCOc1ccc2c(c1)Sc1ccccc1CC2=O	23	7	-9	0.9	1334	-12
11	CN(C)CC(=O)Nc1nc(-c2ccccc2)cs1	5	6	1	0.9	1388	nt
12	O=C(NCc1ccc(Cl)cc1Cl)c1ccc2nc[nH]c2c1	2	6	-4	0.9	1398	3
13	Cn1c(SCC(=O)C(C)(C)C)nnc1-c1ccc(F)cc1	5	0	-6	1	1402	-6
14	O=P(/C(=N/O)Sc1ccccc1)(N1CCOCC1)N1CCOCC1	7	-6	0	1.1	1438	-26
15	Cc1c(Cc2ccccc2)c(=O)oc2cc(OC(=O)c3ccccc3)ccc12	-27	14	10	0.9	1599	nt

No.	ROMK mod	PMI act satM6P	PPARg SRC-2 ag	PMI activator	PPARg SRC3 recr
1	nt	1	4	1	9
2	3*	1.1	2	1.1	-1
3	-0.0037	1	5	1	8
4	0.13	0.9	-3	0.9	-2
5	0.5	1.1	14	1	11
6	0.39	0.9	10	1.1	0
7	0.18	0.8	2	1	-6
8	1.3	0.9	-2	1	-2
9	0.082	1	3	0.9	-5
10	-1.9	0.5	-2	1	0
11	-0.42	1.1	-6	1.1	0
12	0.14	0.9	2	0.9	2
13	0.017	1.3	1	1.3	-5
14	nt	1	6	0.9	3
15	nt	0.9	1	0.9	1

Next part
No.	SMILES	G6PDH CS	Diaphorase inh	PPARg SRC1 recr	Diaph act CS	TR-FRET SRC-2 ct	S1P3 antagonist
16	COc1ccc(C(=O)N2CCn3c(C)ccc3C2C)cc1 (centres undefined)	0	17	0	0.8	1486	-8
17	O=C(CSc1nnc(Cc2cccs2)n1-c1ccc(Cl)cc1)NCc1ccc2c(c1)OCO2	6	26	-3	0.7	1588	nt
18	CCN(CC)C(=O)CSc1nnc([C@H](CCSC)NC(=O)OC(C)(C)C)o1	5	2	10	1	1599	-73
19	COc1ccc(C(=O)NC2(C(F)(F)F)NC(=O)N(CCCc3ccccc3)C2=O)cc1OC (centres undefined)	-1	23	-2	0.8	1379	-12
20	O=C1C(c2ccnc3ccccc23)=C(O)c2ccccc21	5	-6	6	1.1	1610	nt
21	CC(=O)NS(=O)(=O)c1ccc(NC(=S)NC(=O)COc2ccccc2C)cc1	1	14	-1	0.9	1574	2
22	C#CCOCCOCCOCCNc1nc(N2CCN(C(=O)[C@H](Cc3ccc(O)cc3)n3cc([C@@H](N)C(C)CC)nn3)CC2)nc(N2CCN(C(=O)[C@H](Cc3cc4ccccc4[nH]3)n3cc([C@@H](N)CC(C)C)nn3)CC2)n1 (some centres undefined)	6	-43	-4	1.4	1407	-4
23	COc1ccc(Cc2nc(C(=O)Nc3ccccc3)cs2)cc1	-1	11	5	0.9	1558	nt
24	Cc1ccc(S(=O)(=O)Oc2ccc(C3C4=C(CCCC4=O)N(CCC(=O)O)C4=C3C(=O)CCC4)cc2Cl)cc1	0	14	5	0.9	1485	-3
25	O=C(O)CCCn1c(=O)[nH]c2ccccc2c1=O	12	8	17	0.9	1550	-2
26	CC1=CC(C)(C)N=C(Nc2nc(C)c3cc(C)cc(C)c3n2)N1	1	-7	-2	1.1	1656	-4
27	NNC(=O)c1ccc(COc2cccc3ccccc23)cc1	-8	7	-5	0.9	1522	-3
28	CCO[C@@H]1OC(C(=O)N2CCN(Cc3ccc4c(c3)OCO4)CC2)=C[C@H](C2CCCCC2)[C@H]1CCCO	4	8	-4	0.9	1457	1
29	C=CCn1c(SCC(=O)Nc2nc(C)cs2)nnc1C(C)NC(=O)c1ccccc1Cl (centres undefined)	16	7	0	0.9	1483	nt
30	Cc1ccc(C(C)C)c(OCCCN2C(=O)NC(C)(C)C2=O)c1	3	11	8	0.9	1506	nt

No.	ROMK mod	PMI act satM6P	PPARg SRC-2 ag	PMI activator	PPARg SRC3 recr
16	0.29	0.7	0	0.9	0
17	nt	0.8	4	0.9	-6
18	0.78	1	8	1.2	4
19	-0.23	1	0	1	3
20	0.12	1.1	10	1.1	2
21	nt	1	6	1.1	2
22	nt	1.4	7	1.2	-5
23	nt	0.9	4	0.9	5
24	nt	1	-3	1.1	3
25	0.00085	1.1	4	1.1	-2
26	-3.9*	1	6	1	3
27	nt	0.9	1	1	5
28	nt	1	-4	0.9	0
29	nt	1	6	1	2
30	-0.39	0.9	8	1	-6

Next compounds:
No.	SMILES	G6PDH CS	Diaphorase inh	PPARg SRC1 recr	Diaph act CS	TR-FRET SRC-2 ct	S1P3 antagonist
31	CC(=O)Nc1ccc(N=Cc2ccc[nH]2)cc1	-14	6	5	0.9	1570	-11
32	CC1=CC(C#N)(C#N)C(C#N)(C#N)C(c2ccccc2)N1 (centres undefined)	5	27	8	0.7	1453	-13
33	Cc1ccc(/C=C2/NC(=O)N(Cc3ccc(Br)cc3)C2=O)o1	1	10	7	0.9	1719	-6
34	COCCN1C(=O)/C(=C/c2ccc(Oc3ccc([N+](=O)[O-])cn3)c(OC)c2)SC1=Nc1ccccc1	-1	23	3	0.8	1629	nt
35	CC(C)c1nnc(NC(=O)c2cccc(-n3cnnn3)c2)s1	3	4	6	1	1513	3
36	O=C(CN1CCCC1)NCC1(c2ccccc2)CCOCC1	5	3	6	1	1386	-31
37	CCOC(=O)N1CCN(C2OC(=O)c3ccccc32)CC1 (centres undefined)	-14	9	-8	0.9	1442	nt
38	CCOC(=O)c1c(-n2cnnn2)sc(C)c1C	-5	12	2	0.9	1440	10
39	Cc1ccc(NC(=O)Cc2cn(C)c3ccccc23)cc1F	6	18	4	0.8	1636	5
40	Nc1nc(-c2ccccc2)c(N=Nc2cccnc2)s1	12	0	-1	1	1671	8
41	Cc1cccc(OCc2nnc(SCC(=O)Nc3ccc(C)c(C)c3)o2)c1	2	10	1	0.9	1428	-20
42	C=CCn1c(O)c(CN2CCOCC2)c(C)c(C#N)c1=O	24	32	2	0.7	1565	7
43	CCCCN(Cc1ccccc1)c1ncnc2nc[nH]c12	17	22	-3	0.8	1503	9
44	COc1ccc(S(=O)(=O)N2CCN(CCC(=O)Nc3ccc(F)cc3)CC2)cc1	2	12	-1	0.9	1467	-1
45	COc1ccc(-c2noc(CCC(N)=O)n2)cc1OC	-3	13	-3	0.9	1461	-21

No.	ROMK mod	PMI act satM6P	PPARg SRC-2 ag	PMI activator	PPARg SRC3 recr
31	nt	0.9	0	0.9	-4
32	nt	0.7	1	0.9	-2
33	-0.65	1.4	8	1.3	8
34	-0.19	0.9	8	0.9	6
35	nt	1	11	1	11
36	nt	1	-7	1.1	-6
37	0.76	0.9	7	0.9	5
38	0.76	1	-8	0.9	5
39	-0.2	0.9	5	0.9	7
40	0.1	1	2	1.1	5
41	nt	0.8	10	1	3
42	1.6	0.4	8	0.8	0
43	nt	0.8	2	0.9	3
44	-1.4	1	7	1	0
45	nt	0.9	-5	0.9	-6

(listing goes on)
No.	SMILES	G6PDH CS	Diaphorase inh	PPARg SRC1 recr	Diaph act CS	TR-FRET SRC-2 ct	S1P3 antagonist
46	COc1ccccc1-c1cc(C(=O)Nc2ccc(F)cc2F)no1	17	9	3	0.9	1474	-53
47	CCOC(=O)N1CCC(=NNC(=O)c2ccc(O)cc2)CC1	21	10	2	0.9	1519	-5
48	CCc1ccccc1NC(=O)Cn1nnc(-c2cccnc2)n1	-3	10	1	0.9	1485	-13
49	N#C/C(=C\c1cccs1)c1nc2ccccc2[nH]1	2	17	-4	0.8	1523	13
50	CCn1c(C)nc2cc(S(=O)(=O)Nc3ccc(C)cc3)ccc21	6	-2	2	1	1479	10
51	COc1ccc(NC(=S)Nc2ncccc2C)cc1OC	2	30	9	0.7	1815	-36
52	COc1ccccc1N1CCN(C(=O)CSc2nnc(NC(=O)c3ccco3)s2)CC1	-4	10	0	0.9	1299	-11
53	COCC(=O)NCCNc1nc2ccc(C)cc2cc1C	10	1	-2	1	1429	-19
54	Cc1ccc(NC(=O)c2noc(C(C)C)c2[N+](=O)[O-])cc1	14	5	0	1	1506	7
55	COC(CNc1cc(=O)oc2ccccc12)OC	-5	14	0	0.9	1541	nt

No.	ROMK mod	PMI act satM6P	PPARg SRC-2 ag	PMI activator	PPARg SRC3 recr
46	0.24	1	6	1	17
47	nt	1	-7	1	-8
48	0.75	1.1	-1	1	-3
49	-0.57	1.1	-4	1.2	3
50	-1	1	-2	1	-4
51	0.91	0.4	11	0.7	5
52	-0.1	1	0	1.1	-3
53	-0.32	1	-9	0.9	-7
54	-2.3	1	-9	1.1	-1
55	0.25	1.1	5	1.1	12

3 entries already listed, ordered by the value under S1P3 antagonist, lowest first:
| No. | mol | G6PDH CS | Diaphorase inh | PPARg SRC1 recr | S1P3 antagonist | ROMK mod | PMI act satM6P | PPARg SRC-2 ag | PMI activator | PPARg SRC3 recr |
| --- | --- | --- | --- | --- | --- | --- | --- | --- | --- | --- |
| 46 | COc1ccccc1-c1cc(C(=O)Nc2ccc(F)cc2F)no1 | 17 | 9 | 3 | -53 | 0.24 | 1 | 6 | 1 | 17 |
| 47 | CCOC(=O)N1CCC(=NNC(=O)c2ccc(O)cc2)CC1 | 21 | 10 | 2 | -5 | nt | 1 | -7 | 1 | -8 |
| 50 | CCn1c(C)nc2cc(S(=O)(=O)Nc3ccc(C)cc3)ccc21 | 6 | -2 | 2 | 10 | -1 | 1 | -2 | 1 | -4 |

Screening data from PubChem BioAssay.

This is a random part of the collection, and some 3.3% of all compounds hit somewhere here.
